Source: PubChem BioAssay
Sm TGR block = inhibitors of Schistosoma mansoni thioredoxin glutathione reductase. Q962Y6. purified TGR, DTNB reduction, TNB absorbance 405 nm. Potency, µM (highest dose often 114 µM), inactives show top-dose activity change, negative = inhibition, hits mostly inhibitors. 360,000 tested, 3% active; note: potency is the fitted concentration of half-maximal effect; % is set by controls: 0 for no effect and ±100 for the full control effect; nearly all actives have a fitted effect of over 60% in size
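Kinetic colorimetric format: TGR-catalysed, NADPH-driven DTNB reduction monitored via TNB absorbance. Enzyme dispensed at 20 nM; compound exposure 15 min at room temperature before reaction start.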
Shiga inhibitor = Shiga toxin inhibition | Vero cells, Shiga toxin protein synthesis inhibition reporter | inhibition, % at 38.7 µM | 290,000 tested, 9.2% active | AID 2315; in the data active = inhibition mostly above about 28%, no sharp cut-off; inactive = mostly below about 43%; note: 0% is about no effect
Pf growth 48h = inhibits P. falciparum growth in the first generation, 48 h. P. falciparum luciferase growth in erythrocytes, 48 h. Potency, µM (series often up to 28.7 µM), without a hit: at the top dose activity change, negative = inhibition, usual class: inhibitors. 310,000 tested, 5.9% active. AID 504832; note: potency is the fitted concentration of half-maximal effect; % is set by controls: 0 for no effect and ±100 for the full control effect
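Luciferase-expressing parasites in RBCs, 2% Hct / 0.1% parasitemia final; RPMI 1640 + 0.5% Albumax; 37 C, 5% CO2, one generation; luminescence read-out, lower signal = inhibition.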
FBPA Giardia inh = Giardia lamblia aldolase inhibition; Potency, µM (doses to about 59.6 µM), inactives show top-dose activity, negative = inhibition, usual class: inhibitors; purified Giardia FBPA; 290,000 tested, 0.71% active; AID 2451; note: potency is the fitted concentration of half-maximal effect; % is set by controls: 0 for no effect and ±100 for the full control effect; nearly all actives have a fitted effect of over 55% in size
Target sequence (A8B2U2 whole entry, looked up): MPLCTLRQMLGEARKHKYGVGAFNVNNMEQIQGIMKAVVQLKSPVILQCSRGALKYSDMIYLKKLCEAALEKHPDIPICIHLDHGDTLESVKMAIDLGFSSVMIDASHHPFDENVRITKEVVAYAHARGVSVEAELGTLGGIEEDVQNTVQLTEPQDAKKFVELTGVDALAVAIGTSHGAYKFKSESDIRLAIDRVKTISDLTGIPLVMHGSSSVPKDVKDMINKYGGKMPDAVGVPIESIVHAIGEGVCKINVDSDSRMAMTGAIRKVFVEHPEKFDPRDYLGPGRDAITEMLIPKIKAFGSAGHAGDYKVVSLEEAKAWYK
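40 nM FBPA preincubated 10 min at RT with compound (up to 57.5 uM final), then substrate plus GAPDH/TPI/NAD/arsenate coupling and diaphorase/resazurin added. Fluorescence read after 20 min at RT, 525/598 nm.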
Pf growth 96h = inhibits malaria parasite growth, 96 h; 320,000 tested, 6.9% active; Potency, µM (doses to about 28.7 µM), without a hit: at the top dose activity change, negative = inhibition, usual class: inhibitors; P. falciparum luciferase reporter growth, 96 h; note: potency is the fitted concentration of half-maximal effect; % is set by controls: 0 for no effect and ±100 for the full control effect
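Delayed-death screen, second-generation endpoint: infected erythrocytes, 2% hematocrit, 0.05% parasitemia final; 96 hours at 37 C, 5% CO2; luciferase detection reagent; luminescence decrease equals reduced growth.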
Cycloheximide cs = counter-screen hit for Shiga toxin inhibitors, cycloheximide; cell reporter, cycloheximide protein synthesis inhibition counterscreen; max response, %; 300,000 tested, 12% active; in the data active = max response mostly above about 13%, no sharp cut-off; inactive = mostly below about 14%; note: read at 38.3 µM for the half of the compounds with a filed dose; 0% is about no effect
The depositor's hits bear a star; ? = inconclusive; nt = no result given; & = joins results of further samples; [ ] = dose if it differs, or a comment. Unless noted, calls come from the whole dose curve; as a rule, active = well fitted curve in the direction sought with a large enough effect; inconclusive = small, poorly fitted or top-dose-only effect, or another doubt; inactive = no such curve, though single readings can be large; an effect the other way counts as inactive or inconclusive.

SMILES	Sm TGR block	Shiga inhibitor	Pf growth 48h	FBPA Giardia inh	Pf growth 96h	Cycloheximide cs
COc1ccccc1CN(C)C(=O)c1ccccc1SCC(=O)N1CCCC1	-9%	nt	-15%	nt	?	nt
CCN1C(=O)[C@H]2[C@@H](c3ccc(C)cc3)N3C(=O)N(c4cccc(Cl)c4)C(=O)[C@@]3(Cc3ccccc3)[C@H]2C1=O	6%	nt	?	nt	?	nt
COc1ccc(-c2cc3c(=O)n(CC(=O)NCCCN4CCC(N5CCCCC5)CC4)ncn3n2)cc1	-3%	-13	?	nt	?	-4
COCCCn1c(C(=O)NCCN2CCOCC2)cc2c(=O)n3ccccc3nc21	7%	-12	2%	nt	51%[activator]	7
COCCn1c(C)cc(C(=O)CSc2nc3ccccc3c(=O)n2C(C)COC)c1C (stereo unspecified)	-4%	6	?	-14%	?	13
Cc1ccccc1NC(=O)c1ccc2c(c1)OCCO2	4%	137*	97%[activator]	-2%	-17%	18*
Cn1cc(-c2ccccc2C(=O)O)c(=O)c2cc(Cl)ccc21	-2%	-7	2%	0%	-1%	-3
CCc1cccc(CC)c1NC(=O)COC(=O)/C(C#N)=C/c1ccc(OC)cc1	-11%	-2	-10%	-2%	1%	-2
NC(=O)CSc1nnc(C2CC2)n1-c1ccccc1	12%	-6	1%	13%	0%	-3
S=C(NCc1ccccc1)NCc1ccc2c(c1)OCO2	-13%	-6	17%	1%	25%	-1
CCOC(=O)C1(CCc2ccccc2)CCN(C(=O)c2occc2C)CC1	9%	21	?	-4%	-2%	9
CC(/C=N/NC(=O)c1ccc(CN2c3cccc4cccc(c34)S2(=O)=O)cc1)c1ccccc1 (stereo unspecified)	3%	-5	-10%	-1%	?	0
Cc1cc(C)c2cc(CN(CCN(C)C)C(=O)Nc3ccccc3Cl)c(=O)[nH]c2c1	-16%	-21	?	-10%	?	-3
O=C(c1ccccc1NS(=O)(=O)c1ccc(Br)s1)N1CCOCC1	3%	-12	-23%	6%	3%	-1
CCCC(=O)Nc1ccc(N2CCOCC2)cc1	-20%	2	22%	-24%	0%	9
COc1ccc(C(=O)Nc2sc3c(c2C(=O)NCc2ccco2)CCCC3)cc1OC	-17%	1	nt	-5%	3.3µM*	-3
CCCCCCn1c(N2CCCC2)nc2c1c(=O)n(C)c(=O)n2C	2%	-11	-28%	2%	21%	-3
COc1cccc(NC(=O)Cn2nnc(C(=O)Nc3ccccc3)c2N)c1	0%	4	?	7%	?	-3
C#CCSc1nnc(CNS(=O)(=O)c2ccc(Br)cc2)n1C	10µM*	-3	45%[activator]	nt	34%[activator]	-1
Cn1c2ccc(Cl)cc2c2nc3ccccc3nc21	1%	-7	nt	-9%	?	-4
CCCn1c(NC(=O)CN2C(=O)NC3(CCCC3)C2=O)nc2ccccc21	6%	nt	-13%	nt	10%	nt
CC(C)(C)NC(=O)CSc1nccn1Cc1ccccc1	8%	-7	20%	6%	?	-4
O=C(NCc1ccc(F)cc1)C(=O)NCC(c1ccco1)N1CCOCC1 (stereo unspecified)	0%	-8	-4%	0%	-8%	-2
CNCCOc1ccc(Cl)c(Cl)c1	-30%	16	8%	?	-12%	-2
Cc1cc(N2CCN(c3nc(-c4ccccc4)cs3)CC2)c2ccccc2n1	2%	-6	?	7%	-9%	-2
Cn1c(=O)n(C)c2cc([N+](=O)[O-])c(N3CCN(C(=O)C(C)(C)C)CC3)cc21	-1%[57.1 µM]	-9	-7%	-1%	?	-1
O=P(NC(c1ccccc1)c1ccccc1)(Oc1ccccc1)Oc1ccccc1	-5%	-7	?	2%	?	-3
CC1CCCCN1C(=O)c1c(Cl)cnn1C (stereo unspecified)	-1%	-5	3%	nt	-29%	-1
COC(=O)C1=C(c2ccc(-c3ccccc3)c(F)c2)C[C@@H]2CC[C@H]1N2C(=O)NCc1cccc2ccccc12	5%	nt	1.2µM*	nt	1µM*	nt
COc1ccc([N+](=O)[O-])cc1N(CC(O)CN1CCCCC1)S(=O)(=O)c1ccc(C)cc1 (stereo unspecified)	35µM*	-4	?	3%	18%	-4
CN(C)C(=O)Cn1cc(S(=O)(=O)Cc2ccccc2)c2ccccc21	6%	15	35%[activator]	10%	7%	7
COc1ccc(S(=O)(=O)N2CCN(CC(=O)Nc3cc(OC)cc(OC)c3)CC2)cc1	-18%	-5	?	-2%	?	-4
NC(=O)C1CCN(c2nc(-c3ccc(Br)cc3)cs2)CC1	5%&-4%&0%	28	?	4%	?	20*
CSc1c(CC(=O)Nc2ccc(F)cc2)n(Cc2ccccc2)c2ccccc12	4%	-7	7.4µM*	1%	13µM*	-5
Cn1c2ccccc2c2cc(C(=O)NNC(=O)CCl)sc21	40µM*	-7	?	-4%	9.3µM*	7
CCOC(=O)Cc1csc(/C(=N/O)C(N)=O)n1	2%	12	18%	-1%	2%	3
C/C(=N\NC(=O)c1cc(C)nc2ccccc12)c1cccc(Cl)c1	-9%	-7	?	nt	?	-3
CC(C)C(=O)Nc1ccc(C(=O)NCc2cccnc2)cc1	-3%	17	-1%	-11%	20%	-2
CN(C(=O)C1CCCN(c2ncnc3c2nc2n3CCCCC2)C1)c1cccc(Cl)c1 (stereo unspecified)	6%	-6	2.9µM*	nt	-3%	3
CSCCCN1CCCC(CO)(Cc2ccccc2F)C1 (stereo unspecified)	0%	nt	18%	2%	?	-1
O=C(CN1CCN(S(=O)(=O)c2ccccc2)CC1)NC(=O)NCc1ccco1	-24%	43	130%[activator]	3%	17%	20
O=S(=O)(c1cccc2nsnc12)N1CCN(Cc2ccccc2)CC1	3%	-1	16%	-3%	?	-4
N#Cc1c2ccc(OCC(N)=O)cc2n2ccccc12	-5%	-13	51%[activator]	?	36%[activator]	-4
COc1cccc(/C=N/NC(=O)CN2C(=O)NC3NC(=O)NC32)c1 (stereo unspecified)	-1%	-8	-1%	3%	98%[activator]	0
Cc1cccc(NC(=S)N2CCN(Cc3ccc4c(c3)OCO4)CC2)c1C	-3%	-5	13%	0%	19%	-2
CCOC(=O)N1CCN(S(=O)(=O)N2CCCC(C(=O)NCCCN3CCC(C)CC3)C2)CC1 (stereo unspecified)	-30%	-4	3%	nt	24%	2
CC(C)(C)c1ccc(-c2nc3cc(N)ccc3o2)cc1	4%	94*	253%[activator]	-6%	?	51*
COc1cccc(CNc2ncc(C(=O)Nc3cc(OC)c(OC)c(OC)c3)c(C)n2)c1	1%	1	10µM*	-6%	?	13
CC(C)(C)c1nc(SCC(=O)N2CCCC2)c2ccccc2n1	-11%	-5	14%	-14%	4%	-2
CC1CCN(CC(=O)Nc2ccc(N3CCCCCC3)cc2)CC1	-3%	-19	?	?	?	-3
O=C(NCc1cccnc1)Nc1cccc([N+](=O)[O-])c1	0%	-6	10%	nt	-26%	3
O=C1NC(=O)N(c2ccccc2)C(=O)/C1=C\c1ccc([N+](=O)[O-])s1	10µM*	-7	-1%	?	16%	-3
Cc1cc(=O)[nH]c(SCC(=O)Nc2ccc(S(=O)(=O)N3CCCCC3)cc2)n1	20%	1	nt	-3%	nt	6
O=C(CSC1=NCCS1)N1CCN(c2ccc(Cl)cc2)CC1	-20%	-23	1%	1%	13%	-3
CCCCNC(=O)COC(=O)c1ccc(SC)cc1OC	9%	16	24%	5%	20%	13
O=C(c1cccnc1)N(c1cc2sc(=O)oc2c2ccccc12)S(=O)(=O)c1ccccc1	?	3	?	?	65%[activator]	-2
CC1CCCCC1NC(=O)C1CC=CCC1C(=O)O (stereo unspecified)	1%	-13	-10%	1%	-13%	-1
CCCC1NC(C(=O)O)Cc2c1[nH]c1ccccc21 (stereo unspecified)	45µM*	-20	-2%	-23%	?	-3
O=C(COC(=O)Cc1cccc(C(F)(F)F)c1)NC1CC1	0%	-11	-16%	1%	-7%	2
CSc1ccc(CN2CCN(C(=O)COc3ccc(C)cc3)CC2)cc1	9%&0%	21	2%	?	-46%	8

Next section.
SMILES	Sm TGR block	Shiga inhibitor	Pf growth 48h	FBPA Giardia inh	Pf growth 96h	Cycloheximide cs
CCOC(=O)N1CCC(NC(=O)CNS(=O)(=O)c2ccc(Br)s2)CC1	2%	-9	-1%	4%	-8%	-2
CCOc1ccc(Oc2ccccc2NC(=O)C2=COCCO2)cc1	4%	nt	?	nt	?	nt
CCn1ncc(/C=N/NC(=O)c2ccc3c(c2)OCO3)c1C	7%	23	5%	1%	32%[activator]	4
COc1ccccc1C(=O)NCCC(=O)NC1CCC(C)CC1 (stereo unspecified)	-27%	nt	97%[activator]	nt	162%[activator]	nt
CC1CCN(C(=O)c2ccc(N3CC4CC(C3)c3cccc(=O)n3C4)c([N+](=O)[O-])c2)CC1 (stereo unspecified)	-10%	-6	9%	-1%	2.3µM*	-1
COc1ccc(C(CC(=O)O)NS(=O)(=O)c2ccc3c(c2)NC(=O)CO3)cc1 (stereo unspecified)	-9%	-6	30%	nt	18%	-4
Cn1c(CCN2CCCC2)nc2cc(NS(=O)(=O)c3ccccc3)ccc21	?	0	?	-19%	-20%	10
CCOC(=O)N1CCC(N2C(=O)c3ccc(C(=O)NCc4ccc(F)cc4)cc3C2=O)CC1	1%	-13	46%[activator]	1%	-3%	-5
O=S(=O)(NCCc1ccccc1)c1ccc(S(=O)(=O)N2CCCCC2)cc1	12%[11.4 µM]	-5	nt	4%	?	-2
CCOC(=O)c1cn(CC(=O)Nc2cccc(Cl)c2C)nn1	7%&13%	-6	12%	1%	-92%	-1
CCCn1c(SCC(=O)c2ccc3c(c2)OCCO3)nnc1-c1ccco1	?	-2	9%	-15%	nt	-5
CCN(CC)S(=O)(=O)c1ccc(Cl)c(NC(=O)COc2ccc3c(C)cc(=O)oc3c2)c1	-1%	-10	34%[activator]	6%	44%[activator]	-4
COc1ccc(N2CCN(C(=O)Cn3nnc(-c4ccc(N(C)C)cc4)n3)CC2)cc1	-18%	2	6%	-1%	9%	12
Cc1cccc(C)c1OC(=O)C(c1ccccc1)c1ccccc1	-3%	-2	?	6%	?	-4
O=C(CCN1C(=O)/C(=C/c2ccccc2F)SC1=S)NCCCn1ccnc1	-21%	-3	?	nt	?	-2

Full records, looked up by structure. Values in the order: Sm TGR block	Shiga inhibitor	Pf growth 48h	FBPA Giardia inh	Pf growth 96h	Cycloheximide cs
`CCOC(=O)Cc1csc(/C(=N/O)C(N)=O)n1` in the list: 2%	12	18%	-1%	2%	3
`CSCCCN1CCCC(CO)(Cc2ccccc2F)C1` (stereo unspecified) in the list: 0%	nt	18%	2%	?	-1
`O=C(CCN1C(=O)/C(=C/c2ccccc2F)SC1=S)NCCCn1ccnc1` in the list: -21%	-3	?	nt	?	-2
`CCCCNC(=O)COC(=O)c1ccc(SC)cc1OC` in the list: 9%	16	24%	5%	20%	13
`COCCCn1c(C(=O)NCCN2CCOCC2)cc2c(=O)n3ccccc3nc21` in the list: 7%	-12	2%	nt	51%[activator]	7

Further compounds follow:
SMILES	Sm TGR block	Shiga inhibitor	Pf growth 48h	FBPA Giardia inh	Pf growth 96h	Cycloheximide cs
O=C(COC(=O)c1cccc(O)c1)Nc1ccc(Cl)cc1C(=O)c1ccccc1	0%	4	18%	0%	-22%	-3
COC(=O)C1=C(N)OC2=C(C(=O)CC(C)(C)C2)C1c1cccs1 (stereo unspecified)	-17%	-6	-9%	-8%	12%	-4
Nc1c(-c2ccccc2)c(CN2CCOCC2)nn1-c1cccc([N+](=O)[O-])c1	-5%	-2	-24%	0%	-15%	8
CCOc1ccc(CNc2ccc(N3CCCC3)cc2)cc1	?	33	1.9µM*	0.5µM*	-28%	17*
Cc1c(-c2ccccc2)[nH]n2c(=O)c3c(nc12)CCCC3	-1%	44*	?	-6%	?	29*
Cc1cc(N2C(=O)CC(C(C)c3ccccc3)C2=O)no1 (stereo unspecified)	-2%	4	-10%	4%	-12%	-5
